PGK inhibitor – qHTS Assay to Find Inhibitors of Phosphoglycerate Kinase; AID 602233, 2012; 380,000 tested, 0.043% active; PGK/GAPDH coupled, Kinase-Glo luminescence, 60 min; Potency, µM (series often up to 57.5 µM), for the others: at the highest dose activity change, negative = inhibition, most hits filed as inhibitors; also: % is scaled to controls: 0 for no effect and ±100 for the full control effect; nearly all actives have a fitted effect of over 60% in size
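Recombinant glycosomal PGK reaction used 1,3-bisphosphoglycerate generated in-well by GAPDH (100nM final) in 100mM TEA pH 7.6, 5mM MgCl2, 0.01% Tween-20. After 60 minutes at room temperature, ATP was read by Kinase-Glo Plus luminescence end-point.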
RGS4 inhibitor – Inhibitors of Regulator of G Protein Signaling (RGS) 4: qHTS; AID 504845, 2011; Potency, µM (top dose mostly 114 µM), without a hit: at the highest dose activity change, negative = inhibition, most hits filed as inhibitors; Transcreener GDP fluorescence polarization, RGS4-accelerated GTP hydrolysis; 390,000 tested, 0.039% active; also: % is scaled to controls: 0 for no effect and ±100 for the full control effect; nearly all actives have a fitted effect of over 75% in size; some results filed as inactive show a strong effect at the top dose
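MLSMR compounds (23 nl, pin-transferred) preincubated 10 min at room temperature with a 500nM (2x) first reagent, then RGS4 at 900nM (2x) plus Transcreener GDP mix added; fluorescence polarization (620/688 nm) read before and after 90 min at 30 °C.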
TrxR1 inh – qHTS Assay for Inhibitors of Mammalian Selenoprotein Thioredoxin Reductase 1 (TrxR1): qHTS; recombinant rTrxR1, NADPH fluorescence consumption, selenite substrate; Potency, µM (highest dose often 114 µM), for inactives: at the highest dose activity change, negative = inhibition, actives largely listed as inhibitors; 390,000 tested, 1% active; AID 588453, 2011; also: % is scaled to controls: 0 for no effect and ±100 for the full control effect; nearly all actives have a fitted effect of over 65% in size
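Rat TrxR1 (90 nM in the dispensed reagent) was pre-reduced with 400 uM NADPH for 5 min at room temperature, then incubated with compound for 15 min. After 400 uM selenite was added, NADPH fluorescence (Ex 340/Em 450 nm) was followed for 8 min.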
Pin1 inh – qHTS Assay to Find Inhibitors of Pin1. Peptidyl-prolyl cis-trans isomerase NIMA-interacting 1 (Homo sapiens), Q13526. Pin1 FP peptide displacement, HiFluor488, 10 min. Potency, µM (top dose mostly 115 µM), without a hit: at the top dose activity, negative = inhibition, actives largely listed as inhibitors. 390,000 tested, 0.009% active. AID 504891, 2011; active = well fitted inhibition curve with a large enough effect in the polarisation, with a control signal flat, not every such curve was filed as active; inconclusive = small, poorly fitted or top-dose-only effect, or effect the other way, or a change in a side signal; inactive = no such curve, though single readings can be large or run the other way; the % refers to the polarisation; also: % is scaled to controls: 0 for no effect and ±100 for the full control effect
ALOX12 inh – Primary qHTS assay for inhibitors of human arachidonate 12S-lipoxygenase (ALOX12): Round 2 | AID 1671190, 2021 | 580,000 tested, 1.1% active | Potency, µM (doses to about 108 µM), without a hit: at the highest dose activity change, negative = inhibition, hits mostly inhibitors | purified 12hLO, xylenol orange hydroperoxide absorbance; also: % is scaled to controls: 0 for no effect and ±100 for the full control effect
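Hydroperoxide product was detected by ferrous iron/xylenol orange as the 573 to 405 nm absorbance ratio. Arachidonic acid at 40 uM (final) was turned over for 30 min at room temperature by 150 nM human 12hLO, pH 7.0 Hepes buffer, after 15 min compound preincubation.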
ERG-DNA inh – qHTS for Small Molecule Inhibitors of the ERG Ets/DNA interaction. Transcriptional regulator ERG (Homo sapiens), P11308. fluorescence polarization, His-ERG Ets domain / labelled DNA. Potency, µM (top dose mostly 76.9 µM), inactives show at the top dose FP activity, negative = inhibition, actives largely listed as inhibitors. 370,000 tested, 0.028% active. AID 624246, 2012; active = well fitted inhibition curve with a large enough effect in the polarisation, with a control signal flat; inconclusive = small, poorly fitted or top-dose-only effect, or effect the other way, or a change in a side signal; inactive = no such curve, though single readings can be large or run the other way; the % refers to the polarisation;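 also: polarization taken with two DNA probes labelled with fluorescein and Texas red; % of control where 0% means no effect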
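His-tagged ERG Ets domain (1 uM in the protein solution; 300mM KCl, 50mM Tris-HCl, 1mM EDTA, 1mM DTT, pH 7.5) received compound, then a probe mix of 5 nM fluorescein-DNA and 100nM Texas-615-DNA. Fluorescence polarization was read for both dyes.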
HP1b binding inh – HTS for Inhibitors of HP1-beta Chromodomain Interactions with Methylated Histone Tails; Chromobox protein homolog 1 (Homo sapiens), P83916; 390,000 tested, 0.56% active; AID 540317, 2011; Potency, µM (top dose mostly 114 µM), for the others: at the top dose activity change, negative = inhibition, usual class: inhibitors; AlphaScreen HP1-beta / biotin-H3K9me3 peptide binding; also: nearly all actives have a fitted effect of over 70% in size; inactives centre near 23
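AlphaScreen: HP1-beta (50 nM) preformed 30 min with biotin-H3(1-18)K9me3 peptide (50 nM) in PBS pH 7.4, 0.01% Tween-20. Compound added for 30 min at RT, then streptavidin donor/nickel chelate acceptor beads (10 ug/mL) for 30 min.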
GLS inh – qHTS for Inhibitors of Glutaminase (GLS) | Glutaminase kidney isoform, mitochondrial (Homo sapiens), O94925 | GLS enzymatic activity, qHTS titration | Potency, µM (highest dose often 45.5 µM), inactives show top-dose activity change, negative = inhibition, hits mostly inhibitors | 410,000 tested, 0.21% active; also: % is scaled to controls: 0 for no effect and ±100 for the full control effect
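Enzyme dispensed in phosphate buffer (45 mM, pH 8.2, 0.02% Tween-20), compounds pinned in, then 1 mM L-glutamine solution and the glutamate oxidase–HRP–Amplex Red mix added; fluorescence read immediately and again after 30 min at room temperature.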
JMJD2A Tudor – qHTS Assay for Inhibitors of JMJD2A-Tudor Domain; AlphaScreen JMJD2A-Tudor / H3K4me3 peptide binding; Potency, µM (series often up to 114 µM), for the others: at the highest dose activity change, negative = inhibition, most hits filed as inhibitors; 390,000 tested, 4.4% active; also: % is scaled to controls: 0 for no effect and ±100 for the full control effect; nearly all actives have a fitted effect of over 50% in size
Target sequence (O75164 whole entry, looked up, the tested form may be a part): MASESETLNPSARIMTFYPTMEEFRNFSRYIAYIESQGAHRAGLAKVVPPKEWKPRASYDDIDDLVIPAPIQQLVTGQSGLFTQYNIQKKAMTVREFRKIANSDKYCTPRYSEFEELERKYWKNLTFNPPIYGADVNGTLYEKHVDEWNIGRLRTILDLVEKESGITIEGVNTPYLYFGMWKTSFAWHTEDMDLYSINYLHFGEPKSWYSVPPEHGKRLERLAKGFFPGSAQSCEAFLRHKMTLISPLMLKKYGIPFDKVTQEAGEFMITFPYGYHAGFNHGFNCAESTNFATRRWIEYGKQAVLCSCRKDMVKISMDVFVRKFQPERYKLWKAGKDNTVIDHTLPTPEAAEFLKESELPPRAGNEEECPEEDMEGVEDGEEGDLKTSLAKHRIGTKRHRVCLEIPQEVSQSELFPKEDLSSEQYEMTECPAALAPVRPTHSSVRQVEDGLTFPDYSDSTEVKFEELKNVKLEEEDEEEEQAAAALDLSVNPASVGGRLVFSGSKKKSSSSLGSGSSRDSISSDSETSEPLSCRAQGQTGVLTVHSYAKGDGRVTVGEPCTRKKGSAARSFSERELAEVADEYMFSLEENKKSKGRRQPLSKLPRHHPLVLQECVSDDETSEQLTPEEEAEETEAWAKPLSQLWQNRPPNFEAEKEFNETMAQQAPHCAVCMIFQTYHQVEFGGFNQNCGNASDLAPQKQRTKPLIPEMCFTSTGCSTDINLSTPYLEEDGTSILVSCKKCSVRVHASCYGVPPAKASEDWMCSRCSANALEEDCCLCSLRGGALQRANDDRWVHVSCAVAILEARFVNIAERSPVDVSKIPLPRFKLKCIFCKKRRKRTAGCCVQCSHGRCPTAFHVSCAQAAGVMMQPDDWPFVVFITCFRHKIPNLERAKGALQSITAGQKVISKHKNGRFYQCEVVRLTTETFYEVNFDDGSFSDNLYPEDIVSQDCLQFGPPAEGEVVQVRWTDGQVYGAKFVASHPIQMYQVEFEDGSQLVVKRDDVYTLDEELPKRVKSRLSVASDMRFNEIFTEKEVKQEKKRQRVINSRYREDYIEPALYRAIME
* = called active by the depositor; i = inactive; ? = inconclusive; . = not tested or not shown; & = joins results of further samples; [ ] = another dose, or the depositor's remark. Unless noted, calls follow the shape of the dose curve; as a rule, active = well fitted curve in the direction sought with a large enough effect; inconclusive = small, poorly fitted or top-dose-only effect, or another doubt; inactive = no such curve, though single readings can be large; an effect the other way counts as inactive or inconclusive. Potency is read from the fitted curve at half-maximal effect. A portion of the library (hit frequency here may not be typical).

SMILES	PGK inhibitor	RGS4 inhibitor	TrxR1 inh	Pin1 inh	ALOX12 inh	ERG-DNA inh	HP1b binding inh	GLS inh	JMJD2A Tudor
Cc1cc(C)cc(NC(=O)c2ccc(S(=O)(=O)NCc3cccnc3)cc2)c1	6.4%	4.3%	22.9%[57.1 µM]	-0.4%	-6.6%	-22.5%	21.1%	-1.4%	-9.1%
COC(=O)/N=C(/Cc1ccc(OC)cc1)c1ccc(OC)cc1	-18.7%	-11.5%	-9.4%[57.1 µM]	0.8%	?	8.2%	0.1%	0.8%	2.8%
CCN1c2ccccc2-c2nc(SCC(=O)Nc3cc(F)ccc3F)ncc2S1(=O)=O	i	-15.6%	24.6%[57.1 µM]	13.8%	-6.7%	3.1%	63.6%[activator]	2.1%	-4.5%
O=C(NCCCN1CCOCC1)/C(=C/c1ccc(F)cc1)NC(=O)c1ccccc1	-4.5%	-22.4%	20.2%[57.1 µM]	-2.3%	12.0%	-12.6%	36.9%	-9.0%	7.6%
COCCNC(=O)Cn1nc(-c2ccc(C)cc2)c2ccccc2c1=O	-1.6%&-9.6%	31.0%&15.1%	16.4%&7.6%	1.6%&-4.0%	0.0%&20.1%&-7.7%	0.7%&-4.3%	31.3%&33.0%	-1.6%&1.4%	-6.4%&-18.0%
OCC1(CCc2ccccc2)CCN(Cc2ccc(OC(F)F)cc2)CC1	7.5%	-5.7%	2.2%	1.0%	-18.7%	-5.5%	19.6%	-0.1%	-22.2%
CCOC(=O)c1cc(=O)c2ccc(OCC(=O)Nc3ccc(F)cc3)cc2o1	-7.3%	0.9%	21.3%	0.4%	473.5%[activator]	-4.9%	44.2%[activator]	-0.1%	-1.3%
COc1ccc(S(=O)(=O)Nc2ccc3c(c2)C(=O)N([C@@H](C)CO)C[C@H](C)[C@H](CN(C)S(=O)(=O)c2ccc(F)cc2)O3)cc1	-8.9%	12.6%	14.3%	-5.6%	48.5%[activator]	2.6%	20.8%	9.5%	-32.9%
O=C(CSc1nccc(=O)[nH]1)c1ccccc1Br	-10.8%	-0.6%	22.7%[57.1 µM]	-6.4%	2.2%	2.1%	1.2%	8.0%	-1.3%
O=S(=O)(NCc1cn2ccsc2n1)c1ccc2c(c1)OCCO2	3.7%	-17.0%	-3.3%	0.3%	9.8%	-8.6%	25.1%	-11.3%	3.6%
O=C(COc1ccccc1)NCc1ccc(-n2cccc2)cc1	-8.7%	7.6%	13.2%	-1.3%	-10.5%	-4.4%	23.3%	-0.9%	-3.3%
NS(=O)(=O)c1ccc(N2CCOCC2)c(C(=O)NCCCSc2ccccc2)c1	4.2%	19.4%	21.6%	0.7%	15.9%	2.2%	56.9%[activator]	1.8%	-0.3%
Cc1ccc(NC(=O)c2c(C)noc2C)cc1S(=O)(=O)N1CCOCC1	-0.8%	-2.4%	18.9%	-6.6%	-13.5%	1.6%	29.1%	-3.5%	-15.3%
COc1ccccc1N(CC(=O)Nc1ccccc1C(=O)NCC(C)C)S(C)(=O)=O	i	6.6%	35.2%[57.1 µM]	-12.0%	-0.5%	.	26.7%	-4.1%	-21.5%
C#CCSc1nc2ccccc2n1C(=O)c1ccc(S(=O)(=O)N2CCCCC2)cc1	-9.1%	2.9%	-7.9%	-0.7%	-5.1%	-0.4%	23.4%	10.7%	-19.2%
Cc1cccc(C)c1NC(=O)COC(=O)c1ccccc1Nc1ccccc1	9.5%	7.2%	?	-2.1%	?	-6.7%	38.3%	3.5%	-1.4%[57.1 µM]
C=CCNC(=O)c1ccc2c(c1)S(=O)(=O)c1ccccc1C2=O	-3.9%	-5.5%	-3.6%	-5.6%	0.8%	0.3%	42.3%[activator]	-5.2%	-23.2%
CCC(=O)Nc1ccc2c(c1)nc(CN1CCN(C(C)=O)CC1)n2C	-2.1%	-8.6%	-0.3%	-5.5%	?	11.5%	69.4%[activator]	7.6%	-11.0%
O=C(CCl)Nc1ccc(Oc2cnc3ccccc3n2)cc1	i	-15.3%	-25.8%[57.1 µM]	11.6%	?	-1.2%	8.3%	2.4%	-23.7%
O=C(CN1C=NS(=O)(=O)c2ccccc21)Nc1ccc(Br)cc1	-9.3%	-12.5%	17.0%[57.1 µM]	-3.3%	?	?	38.9%	-15.1%	-10.3%
Cc1nn(C)c2ncc(C(=O)c3ccccc3O)cc12	21.3%	13.6%	-6.9%	1.0%	-17.8%	-4.0%	-1.1%	8.0%	-12.4%
COCCCC1CCN(Cc2cn[nH]c2-c2cc(OC)c(OC)c(OC)c2)CC1	2.2%	-4.6%	17.2%	2.8%	-7.2%	-7.6%	34.5%	-1.7%	-2.8%
COC(=O)c1c(-c2cccs2)csc1NC(=O)c1cccnc1	-1.7%	15.6%	4.8%	5.0%	?	-7.2%	102.5%[activator]	6.3%	18.4%
Cc1cc(-c2ccccc2)nc(N/N=C/c2ccccc2)n1	i	3.8%	22.3%	1.3%	-15.0%	20.7%	11.1%	-0.8%	-23.8%
Cc1cc(C(=O)Nc2ccc(C#N)cc2)on1	.	-18.9%	24.6%	-8.3%	370.1%[activator]	-2.4%	51.3%[activator]	-0.1%	8.1%
Nn1c(SCC(=O)NCCC2=CCCCC2)nnc1-c1cccnc1	-2.1%	7.5%	1.6%	6.3%	-9.0%	-4.0%	19.4%	5.0%	-24.8%
CN(CC(=O)Nc1cccc(F)c1)C(=O)c1ccc(S(=O)(=O)N2CCCC2)cc1	11.8%	-0.2%	-8.0%	?	30.5%[activator]	-2.0%	19.0%	6.4%	-1.4%
CC(C)N(C(C)C)S(=O)(=O)c1ccc(N2CCc3ccccc3C2)nc1	i	-38.8%	2.3%	6.2%	?	11.7%	14.0%[57 µM]	4.8%	7.0%
Cc1cc([N+](=O)[O-])cc2c1NC(=O)C2(O)N1CCOCC1 (stereo unspecified)	0.8%	28.5%	-11.0%	-3.0%	-9.1%	-8.8%	28.6%	1.9%	-0.7%
CCSc1nnc(NC(=O)CCNS(=O)(=O)c2ccccc2F)s1	-2.7%	-1.7%	-6.3%[57.1 µM]	-0.3%	?	3.1%	-1.4%	-2.5%	0.7%
Cc1ccn2c(=O)c(C(=O)NCCc3ccc(S(N)(=O)=O)cc3)c(O)nc2c1	3.9%	8.2%	0.2%	2.1%	-16.2%	1.2%	25.1%	3.6%	-17.8%
Cc1ccc(O)c(C2=NOC(O)(C(F)(F)C(F)F)C2)c1 (stereo unspecified)	-7.3%	16.8%	-3.4%[57.1 µM]	1.8%	?	-10.8%	1.6%	7.0%	-11.9%
Cc1cc2c(c(=O)o1)C(Cc1ccccc1)C(C#N)=C(N)O2 (stereo unspecified)	7.3%	-12.8%	-4.1%	0.7%	-5.3%	6.0%	32.2%	11.8%	-11.0%
CC(CC(=O)NCc1ccc(Cl)cc1)CC1=NS(=O)(=O)c2ccccc2N1 (stereo unspecified)	i	10.0%	8.1%[57.1 µM]	-0.5%	-10.5%	4.3%	-6.2%	-17.7%	-17.3%
Cc1ccc2nc(-c3cccc(Br)c3)cc(C(=O)Nn3cnnc3)c2c1	-5.0%	5.0%	8.0%[57.1 µM]	5.9%	-0.9%	-3.5%	4.0%	8.4%	-30.9%
COC(=O)Cn1c2ccc(F)cc2c2nc(C)sc21	-1.3%	-51.5%	14.0%	-0.9%	?	13.2%	24.5%	-2.5%	-0.7%
CCOC(=O)c1cc2c(=O)n3ccccc3nc2n(CCCOC)c1=NC(C)=O	i	-42.7%	-26.5%	-1.9%	-2.5%	3.7%	36.1%[activator]	7.5%	-10.0%
CC1CC(=O)N(CC(=O)N2CCCC2)c2ccccc2S1 (stereo unspecified)	-2.0%	-10.7%	10.8%	2.5%	14.8%	8.0%	20.5%	-0.5%	-1.9%
O=C(CSc1nccn1Cc1ccco1)Nc1cccc(F)c1	-6.1%&-2.4%	-1.1%&-12.5%	21.9%	-1.8%&4.4%	-1.6%&-5.4%	-1.7%&-0.7%	7.9%&-0.5%	-1.1%&-4.4%	-20.9%&-16.2%
CCn1c(=O)c2c(nc3n2CCN3c2ccccc2)n(C)c1=O	2.2%	7.4%	6.1%[57.1 µM]	-5.7%	-6.9%	7.1%	?	15.8%	-11.2%
CCN(CC)c1c2c(c(C#N)c3nc4ccccc4n13)CCC2	-3.8%	13.1%	?	8.5%	-5.6%	-4.6%	42.3%	9.6%	-3.0%

Assay outcomes from PubChem.
